# Screening results from PubChem BioAssay.
# GALR2 blocker: GALR2 antagonists in receptor-expressing cells, primary screen; inhibition, % at 4 µM; 0.39% of 140,000 active; antagonist mode; AID 828, 2007; Galanin receptor type 2 (Homo sapiens), O43603; in the data active = inhibition above about 27%;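 note: cells stimulated with galanin 1-16 at roughly its EC80; 0% = agonist challenge control and 100% = basal control without agonist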
# Target sequence (O43603 whole entry, looked up): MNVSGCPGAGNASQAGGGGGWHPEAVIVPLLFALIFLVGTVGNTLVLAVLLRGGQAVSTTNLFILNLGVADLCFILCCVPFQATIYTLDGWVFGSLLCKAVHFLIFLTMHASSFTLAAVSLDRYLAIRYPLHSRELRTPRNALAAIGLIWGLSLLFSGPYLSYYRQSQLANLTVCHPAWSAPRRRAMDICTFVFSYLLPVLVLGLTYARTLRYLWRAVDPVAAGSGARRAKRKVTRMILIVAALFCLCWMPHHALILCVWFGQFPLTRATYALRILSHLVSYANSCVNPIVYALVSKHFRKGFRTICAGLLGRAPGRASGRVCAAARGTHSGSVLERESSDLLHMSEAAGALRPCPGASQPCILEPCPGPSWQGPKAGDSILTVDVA
# HCT116 PTEN-null: growth suppression of PTEN-null HCT116, primary screen, cell-based, CellTiter-Glo | HCT116 PTEN-null viability, 60 h; active compounds read low | viability, % at 10 µM | 1.2% of 140,000 active | AID 827, 2007;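 active = viability at or below a set limit, 4 SD under the median of all tested compounds, cut at about 3.7% in these data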;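 note: PTEN knockout HCT116 line with beta catenin targeted HCT116 as companion control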
# HCT116 bCat-KO: primary screen for growth suppressors in beta-catenin knockout HCT116 cells (colon tumor, human). viability, % at 10 µM. 1.5% of 140,000 active. AID 818, 2007. HCT116 beta-catenin knockout viability, CellTiter-Glo, 60 h; active compounds read low;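 active = viability at or under a set limit, the compound median less 4 SD, cut at about 6% in these data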;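 note: 0% = Hyamine 1622 control at 20 µM and 100% = untreated cell control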
# MRP-1 activ: H69AR viability gain despite doxorubicin, primary screen, MRP-1 activator project, H69AR cells, CellTiter-Glo; viability rescue; viability increase, % at 10 µM; 0.61% of 140,000 active; AID 799, 2007;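 active = viability gain under doxorubicin at or above a set limit, the compound median plus 3 SD, cut at about 4.7% in these data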;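 note: MRP-1 overexpressing cells given doxorubicin 25 µM after compound pretreatment; 18-22 h compound pretreatment then 72 h with doxorubicin before readout; 0% = doxorubicin-only wells and 100% = vehicle-treated cells without doxorubicin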
# Yeast life ext: compounds extending yeast replicative lifespan, primary screen, S. cerevisiae, OD615. S. cerevisiae growth with nicotinamide; deaD strain in restrictive glucose medium. inhibition of the nicotinamide effect, % at 10 µM. 0.68% of 130,000 active;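 active = inhibition above a set limit, placed 3 SD over the median of all compounds, cut at about 26% in these data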;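 note: 0% = nicotinamide-treated wells and 100% = cells grown without nicotinamide; some compounds called inactive have numbers as strong as hits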
#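 Material: Modified budding yeast, DeaD strain | Medium: Restrictive glucose medium | Probe or stimulus: 1.5 mM nicotinamide | Dosing: Single dose 10 µM compound, 0.25% DMSO | Times: 48 h at 30 °C | Technique: OD615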
# NPY-Y2 antag: NPY-Y2 receptor antagonists, primary screen, cell-based | 0.99% of 140,000 active | NPY-Y2 expressing cells, antagonist mode | Neuropeptide Y receptor type 2 (Homo sapiens), P49146 | inhibition, % at 2.7 µM | AID 793, 2007; in the data active = inhibition above about 17%;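 note: 0% = vehicle with agonist challenge and 100% = reference antagonist with challenge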
# Target sequence (P49146 whole entry, looked up): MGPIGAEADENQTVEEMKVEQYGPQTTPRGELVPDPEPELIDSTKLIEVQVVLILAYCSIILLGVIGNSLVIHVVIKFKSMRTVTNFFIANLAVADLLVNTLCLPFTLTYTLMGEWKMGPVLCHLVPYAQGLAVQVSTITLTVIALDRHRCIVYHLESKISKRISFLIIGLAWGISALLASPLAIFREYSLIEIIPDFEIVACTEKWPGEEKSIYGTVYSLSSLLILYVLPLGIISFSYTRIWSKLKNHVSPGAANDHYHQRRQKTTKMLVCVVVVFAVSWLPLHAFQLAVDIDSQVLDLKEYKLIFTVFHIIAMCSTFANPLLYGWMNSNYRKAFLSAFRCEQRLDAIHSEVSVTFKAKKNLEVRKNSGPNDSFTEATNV
# Phagocyt inh: inhibitors of macrophage phagocytosis, primary screen, imaging, J774A.1 cells, IgG beads. J774A.1 macrophage IgG-bead phagocytosis. inhibition, % at 5 µM. 0.07% of 110,000 active;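 active = inhibition above the mean of the plate negative controls plus 5 SD, cut at about 13% in these data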;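 note: phagocytic index as fraction of beads internalized from green versus red external bead signal; plate controls were DMSO negative control for no effect and cytochalasin-D positive control for full effect; some results beyond the cut were filed as inactive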
# E-sel TNF inh: E-selectin induction blockers in HUVEC – imaging, immunofluorescence, high content, primary screen; HUVEC TNFa-induced E-selectin immunofluorescence; inhibition, % at 2 µM; 0.71% of 120,000 active;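 active = inhibition above the batch mean plus 3 SD, and confirmed as a hit on visual image review, cut at about 43% in these data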;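 note: 0% = TNF-stimulated DMSO wells and 100% = unstimulated control wells; not every result past the cut was called active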
# Measles CPE: compounds protecting cells from measles virus cytopathic effect, primary screen, measles RdRp inhibitor project, single point, MLSMR library, absorbance; Measles virus-infected cells, CPE protection; protection (pct of control), % at 4 µM; 1.5% of 140,000 active; in the data active = protection mostly above about 24%, no sharp cut-off; inactive = mostly below about 26%; note: some compounds called inactive have numbers as strong as hits
# Yeast growth inh: growth inhibitors of yeast BB579 in restrictive medium, primary screen, yeast lifespan-shortening project, S. cerevisiae | OD615, 48 h | 0.51% of 140,000 active | inhibition, % at 10 µM;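 active = inhibition above a set limit, 3 SD over the mean compound inhibition, cut at about 44% in these data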; note: inactives centre near -24
#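 controls = amphotericin B 10 µg/mL, positive | assay system = DeaD yeast strain BB579 | schedule = 48 h compound exposure at 30 °C after 4 h preincubation | detection = OD615 turbidity measurement | medium = restrictive CSMM-D medium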
# * hit, by the source's call; / = no result given.
SMILES,GALR2 blocker,HCT116 PTEN-null,HCT116 bCat-KO,MRP-1 activ,Yeast life ext,NPY-Y2 antag,Phagocyt inh,E-sel TNF inh,Measles CPE,Yeast growth inh
COC(=O)c1ccc(NC(=O)CN2C(=O)CNC2=O)cc1,-6,93,88,2.0,-13,-3,0,-15,4,-24
CCN(CC)c1ccc(C(=O)NC(=S)N2CCN(Cc3ccc4c(c3)OCO4)CC2)cc1,-3,93,97,2.1,-6,7,-7,/,8,-40
C/C(=N\Nc1cc(C(F)(F)F)ccc1Cl)c1ccccc1O,10,76,79,-2.1,-1,8,-2,-23,5,-43
COc1ccc(C(=O)NC(=S)Nc2nnn(C)n2)cc1,10,89,94,-2.4,-3,1,-6,/,13,-26
Cc1ccc(C(C(=O)NCc2ccco2)N(C(=O)CNC(=O)c2cccs2)c2ccc(C)cc2)cc1 (stereo unspecified),-2,83,97,-0.9,-1,-1,/,15,3,-19
COc1ccc(CSc2nnc(Cc3sc(-c4ccccc4)nc3-c3ccccc3)o2)cc1,-3,72,81,1.7,0,6,-2,-10,7,-102
NC(=S)N=Nc1c(O)[nH]c2ccc(F)cc12,4,102,96,0.3,1,3,-9,/,3,-53
CN(C)C(=O)NC1C=CS(=O)(=O)C1 (stereo unspecified),2,95,96,-0.4,10,2,/,2,15,-40
O=C(CN(CCCN1CCOCC1)C(=O)Cn1nnc(-c2ccc(F)cc2)n1)NC1CCCCC1,0,101,89,-0.1,-3,3,0,-1,1,-9
CCOC(=O)c1cnc(SC)nc1Oc1cccc(NC(=O)c2ccc(C)cc2)c1,-3,83,86,-0.1,5,1,1,-20,3,-52
COc1ccc(OC)c(NC(=O)COC(=O)CSc2ccc(Cl)cc2)c1,5,94,98,0.0,-8,5,-6,1,18*,-17
O=C1CN(C(=O)CSc2nnnn2-c2ccc(Cl)cc2)c2ccccc2N1,3,98,82,-0.9,-12,0,1,/,4,-43
C=CCn1c(SCC(=O)Nc2ccc3c(c2)OCCO3)nnc1-c1ccco1,-3,83,96,-1.9,-6,11,-1,/,3,-35
CCN(c1cccc(C)c1)S(=O)(=O)c1cnc[nH]1,-2,98,93,-0.5,-1,1,-1,17,10,-9
O=S(=O)(c1ccc(N2CCCC2)cc1)C(F)(F)F,25,54,43,-0.5,-12,4,/,-11,15,9
COCCCNC(NC(=O)c1ccc(Cl)cc1)C(Cl)(Cl)Cl (stereo unspecified),1,80,70,-1.2,0,2,2,-86,10,-35
CN(Cc1ccccc1)C(=S)Nc1ccc(OC(F)F)cc1,-5,97,97,0.0,-4,0,-5,/,8,2
O=C(CN1CCC(n2nnc3cc(C(F)(F)F)ccc32)CC1)N1CCc2ccccc21,-6,/,94,-1.5,40*,3,0,/,30,-29
O=C(Cn1nc(-c2ccccc2)ccc1=O)NCC1COCCO1 (stereo unspecified),-4,94,89,-1.4,-4,2,/,/,6,-18
COc1ccc(C(=O)/C=C/c2ccc(F)cc2)c(OC(=O)c2ccc([N+](=O)[O-])cc2)c1,0,3.3*,7,-4.2,-5,3,0,70*,4,-16
Cn1c(CN2CCOCC2)nnc1SCC(=O)Nc1ccc2c(c1)OCCO2,0,99,97,-2.1,0,6,0,-1,11,0
CC1=C(C#N)CCC(=O)N1Cc1c(C)cc(C)cc1C,9,97,89,-1.1,-4,0,/,20,12,-22
COc1cc(-c2nc3cnccn3c2Nc2ccc(C(C)C)cc2)ccc1O,13,55,55,-4.7,-4,11,-2,8,3,-21
COC(=O)C1=C(C(=O)c2ccc(C)cc2)C(c2ccc(OC)c(OC)c2)n2nnnc2N1 (stereo unspecified),-2,92,90,-1.0,-11,-2,0,-23,6,-61
CCOc1ccc(N=C2NC(=O)S/C2=C\c2ccc(O)cc2)cc1,14,76,86,-4.7,-8,-1,/,/,14,-2
CCN1CCN(C(=S)c2ccc(Br)cc2)CC1,-3,105,99,-1.8,-12,-2,3,0,15,-5
CCCCCC1CCC(C(=O)NNC(=S)NCC)CC1 (stereo unspecified),-9,65,79,-0.1,-11,2,/,-30,3,-19
CC(C)CCOc1ncnc2c1sc1nc3c(cc12)CSC(C)(C)C3,3,85,72,6.3*,/,2,/,-2,10,-4
O=C(NCCN1CCC(Cc2ccccc2)CC1)C1CCCN(S(=O)(=O)c2cnc[nH]2)C1 (stereo unspecified),10,96,97,-2.7,-6,1,0,/,16,-27
C=CCNC(=O)/C(=C\c1ccc2c(c1)OCO2)NC(=O)c1ccc(Br)cc1,3,101,108,-4.7,-35,5,/,6,10,12
Cc1ccc(C(=O)Nc2ccc(S(=O)(=O)N3CCN(C)CC3)cc2)cc1,-5,102,89,-2.1,/,4,/,10,7,-9
COCCN(CC(=O)NCc1ccc(F)cc1)C(=O)CCC(=O)Nc1nccs1,-5,92,93,-3.3,-4,1,0,7,5,8
COc1ccccc1NC(=O)N(Cc1ccco1)Cc1cc2c(C)ccc(C)c2[nH]c1=O,0,42,43,-2.1,/,3,/,22,26,-17
CC1CCN(C(=O)Nc2ccc3nsnc3c2)CC1,22,88,93,-4.1,-26,-1,/,-17,33,-44
Cc1cc(C(C)(C)C)cc(C)c1COC(=O)C1CCC(=O)N1 (stereo unspecified),9,98,89,0.2,-16,2,-1,9,5,-12
CN(C(=O)COc1ccc(Cl)cc1Cl)c1nnc(C23CC4CC(CC(C4)C2)C3)s1,6,90,87,-3.5,3,1,/,-1,5,-22
CC1=CCC(C(=O)O)C(C(=O)Nc2nc3ccc(S(C)(=O)=O)cc3s2)C1 (stereo unspecified),4,104,94,0.3,/,4,/,26,6,-30
Nc1nc(-c2ccco2)nc(N2CCCCC2)n1,-3,101,94,-1.0,-14,0,/,30,3,-52
Cc1cccc(C(=O)N2CCN(Cc3ccc4c(c3)OCO4)CC2)c1,2,93,89,-1.5,-4,-1,0,7,7,-6
C=CCOc1ccccc1CNCc1cccnc1,-5,93,89,-0.7,-3,2,-3,0,5,-13

# Gathered by group: those above containing bromine
SMILES,GALR2 blocker,HCT116 PTEN-null,HCT116 bCat-KO,MRP-1 activ,Yeast life ext,NPY-Y2 antag,Phagocyt inh,E-sel TNF inh,Measles CPE,Yeast growth inh
CCN1CCN(C(=S)c2ccc(Br)cc2)CC1,-3,105,99,-1.8,-12,-2,3,0,15,-5
C=CCNC(=O)/C(=C\c1ccc2c(c1)OCO2)NC(=O)c1ccc(Br)cc1,3,101,108,-4.7,-35,5,/,6,10,12

# (cont.)
SMILES,GALR2 blocker,HCT116 PTEN-null,HCT116 bCat-KO,MRP-1 activ,Yeast life ext,NPY-Y2 antag,Phagocyt inh,E-sel TNF inh,Measles CPE,Yeast growth inh
Cc1ccc(C)c(S(=O)(=O)NCCOC(=O)Nc2sc(=S)n(C)c2C)c1,-3,80,83,-4.1,-5,-3,0,9,11,-19
CN(c1ccccc1)S(=O)(=O)c1cccc(C(=O)N2CCN(c3ccccn3)CC2)c1,-5,73,69,-0.7,-2,10,0,/,6,-3
CCC(=O)Nc1ccc2c(c1)C(=O)N(C)C2=O,-15,93,90,0.5,-11,0,-1,-9,14,-3
CC(=O)c1ccc(N2CCN(CCC#N)CC2)c(F)c1,-1,99,98,-1.6,2,0,0,16,4,-18
O=C(Cc1cccs1)NNC(=S)NC(=O)c1ccccc1,4,17,21,1.0,7,1,0,/,7,86*
Cc1cccc(NC(=O)C2CCCN2S(=O)(=O)c2ccc3c(c2)n(C)c(=O)c(=O)n3C)c1 (stereo unspecified),5,97,91,0.5,3,1,/,36,3,6
CN(C)CCNC(=O)c1cc(Br)ccc1Cl,4,102,96,-0.6,-8,1,-3,-8,1,8
CCOC(=O)C1CCCN(S(=O)(=O)c2cc(OCC(=O)NC3CCCCC3)c(C)cc2Cl)C1 (stereo unspecified),-10,50,53,-1.1,5,1,0,2,8,-21
O=C(Nc1cnn(Cc2ccc(Cl)cc2Cl)c1)c1cc(-c2cccs2)on1,-4,86,100,-3.0,-18,3,/,25,19,-38
O=C(NCc1cccnc1)/C(=C/c1ccc(-c2ccc(Cl)cc2)o1)S(=O)(=O)c1ccccc1,24,1.3*,1.7*,-6.5,53,13,/,21,0,-68
COc1ccc(CN2CCN(S(=O)(=O)c3ccc(NC(C)=O)cc3)CC2)cc1OC,14,80,76,-4.1,14,1,0,/,5,-32
Cc1csc(=Nc2c(C)n(C)n(-c3ccccc3)c2=O)n1Cc1ccccc1,9,89,91,0.1,-6,4,0,/,17,-15
COc1ccc(C(=O)N2CCN(S(=O)(=O)c3cc(Cl)ccc3OC)CC2)cc1,-10,107,96,-1.8,-7,2,2,-12,3,-47
CCOc1ccccc1C1CC(=O)Nc2c1c(=O)n(C)c(=O)n2C (stereo unspecified),3,100,98,0.5,-16,0,/,-5,14,14
O=C(NC(=S)NCCN1CCOCC1)c1cccc(Cl)c1,5,95,90,-3.5,-17,1,-3,-31,10,-17
O=C(C1CCCN(S(=O)(=O)Cc2ccccc2)C1)N1CCC(Cc2ccccc2)CC1 (stereo unspecified),-8,84,77,-4.2,-5,2,0,/,4,-30
O=C(CN(C1CCCCC1)S(=O)(=O)c1ccc(F)cc1)NCc1ccncc1,-6,94,95,-3.5,5,-3,0,-42,9,-22
O=S(=O)(c1ccc(S(=O)(=O)N2CCN(C/C=C/c3ccccc3)CC2)cc1)N1CCCC1,-1,89,65,-3.7,-19,0,0,-29,4,-35
CCC(C)Sc1nc2c(c(=O)[nH]c(=O)n2C)n1CCc1ccccc1 (stereo unspecified),-10,89,93,-0.8,-4,3,/,21,45,-32
CC(C)[C@@H]1NC(=O)c2cc([N+](=O)[O-])cc(I)c2NCCC[C@@H](C(N)=O)NC(=O)[C@H](CO)NC1=O,-4,91,85,-0.3,5,-1,/,-19,11,-13
CCN(CC)S(=O)(=O)c1cc(-c2nn(C)c(=O)c3ccccc23)ccc1C,0,65,56,-3.6,-12,3,/,7,5,-17
COCCN(CC(=O)Nc1ccccc1C)S(=O)(=O)c1ccc(S(=O)(=O)N2CCCC2)cc1,-5,113,100,0.1,-2,2,0,/,16,-34
COc1ccc(-c2nnc3sc(C(C)N4C(=O)c5ccccc5C4=O)nn23)cc1 (stereo unspecified),4,106,94,1.2,30*,21*,/,/,11,-23
CCC1(CC)Cc2ccccc2C(N)=C1C#N,-11,65,58,-2.9,2,4,/,14,5,-6
CC1CCCCC1NS(=O)(=O)c1ccc(S(=O)(=O)NCc2ccncc2)cc1 (stereo unspecified),23,33,17,-2.0,-12,-3,0,42,39*,4
Cc1oc(-c2ccccc2Cl)nc1CS(=O)CC(=O)NCc1cccs1 (stereo unspecified),-7,102,93,-1.2,-7,4,0,28,20,9
O=C(NCc1ccccc1)c1cnc2n(c1=O)CCS2,2,89,103,-2.2,-16,1,/,4,5,-30
